Screening results (PubChem BioAssay)
C8 TRAIL sens = sensitizes caspase-8 expressing cells to TRAIL; NB7+C8 cells + TRAIL, ATPlite viability luminescence; inhibition (viability loss, TRAIL sensitization), % at 10 µM; hit rate 1% among 360,000; AID 624354;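 active = compounds causing at least 50% loss of cell viability in the single-dose screen, relative to plate controls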
HIF-2a block = blocks HIF-2a reporter activity; 786-0 RCC cells HIF-2a reporter, luciferase luminescence, overnight; inhibition, % at 18.8 µM; hit rate 0.72% among 360,000; AID 624352;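 active = inhibition of the luminescence signal of 40% or more relative to plate controls, in a single-dose primary screen at 18.75 µM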
CF NFkB block = inhibitors of cystic fibrosis induced NF-kB. KKLEB NF-kB-GFP reporter, PAF-induced, GFP fluorescence overnight. inhibition, % at 5 µM. hit rate 0.86% among 360,000. AID 588850;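 active = at least 50% inhibition at 5 µM, scaled per plate between neutral and stimulator controls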;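 note: PAF is a Pseudomonas aeruginosa culture filtrate used as stimulus; plate controls were PAF-stimulated DMSO wells for no effect and unstimulated DMSO wells for full effect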
NR2E3 ag-1 = agonists of human nuclear receptor NR2E3; inhibition of corepressor binding, % at 4.78 µM; hit rate 0.12% among 320,000; GST-NR2E3/biotin-RetCOR TR-FRET, 1536-well; AID 2300;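 active = percent inhibition above the cutoff of mean plus 3 SD of all tested compounds, set per screening campaign, cut at about 20% in these data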;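 note: 0% = DMSO wells and 100% = biotin wells as full block of FRET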
Target sequence (Q9Y5X4 whole entry, looked up): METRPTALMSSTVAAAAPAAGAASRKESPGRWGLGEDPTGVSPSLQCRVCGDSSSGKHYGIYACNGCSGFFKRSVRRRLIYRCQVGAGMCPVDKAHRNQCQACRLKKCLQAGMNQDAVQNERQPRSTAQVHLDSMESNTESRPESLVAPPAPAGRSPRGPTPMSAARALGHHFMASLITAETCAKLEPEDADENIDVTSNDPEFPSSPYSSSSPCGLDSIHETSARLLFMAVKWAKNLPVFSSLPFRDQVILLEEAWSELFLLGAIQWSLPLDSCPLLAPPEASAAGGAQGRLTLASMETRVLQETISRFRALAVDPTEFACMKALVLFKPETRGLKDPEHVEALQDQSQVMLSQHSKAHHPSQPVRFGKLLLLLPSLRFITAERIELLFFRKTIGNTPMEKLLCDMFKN
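Material: NR2E3–RetCOR corepressor complex | Quantity: 1.35 nM GST-tagged NR2E3 final | Schedule: 5 h at 4 °C | Replication: Singlicate compound wells | Reagent: RetCOR corepressor, biotinylated, 7 nM | Controls: Biotin wells as high control, 0.6% DMSO wells as low control | Signal: TR-FRET, Eu(K)-anti-GST donor, streptavidin-D2 acceptor, ex 340, em 617/671 nm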
MITF TRPM1 inh = MITF TRPM1 promoter inhibition in SK-MEL-5 cells. inhibition, % at 12.5 µM. SK-MEL-5 TRPM1 promoter luciferase, 24 h. hit rate 0.83% among 330,000;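 active = mean inhibition across replicates of 60% or more, whatever share of single replicates reaches that level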; note: values of inactives mirror those of a sister screen read the other way
NR2E3 ag-2 = human photoreceptor-specific nuclear receptor agonism. inhibition of corepressor binding, % at 3.98 µM. hit rate 0.35% among 360,000. AID 602229. CHO-S Gal4-NCOR/VP16-NR2E3 two-hybrid, luciferase;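 active = inhibition above the mean of all tested compounds plus 3 SD, cut at about 70% in these data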;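 note: 0% = DMSO with NR2E3 transfected cells and 100% = cells lacking NR2E3 construct; higher means lower luciferase signal from less NR2E3 corepressor binding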
Peg3 promoter = Peg3 promoter activity inhibition | HeLa PEG-Prom luciferase reporter, luminescence, overnight | inhibition, % at 20 µM | hit rate 1.7% among 360,000;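 active = inhibition of at least 50% at 20 µM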
KKLEB tox = CF airway cell cytotoxicity counter-screen. hit rate 0.36% among 360,000. activity change (cytotoxicity), % at 5 µM. KKLEB CF airway cells viability, ATPlite luminescence, overnight; active compounds read low; cells stimulated with P. aeruginosa culture filtrate;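 active = corrected activity change at or below -50% at 5 µM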
EBV LMP1 NFkB = Epstein-Barr LMP1 NF-kappaB reporter inhibition; LMP1-induced NF-kappaB luciferase reporter cells, luminescence; inhibition, % at 12.5 µM; hit rate 0.69% among 350,000; AID 504558; in the data active = inhibition above about 41%;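 note: 0% = neutral control wells and 100% = reference inhibitor control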
Shn3 3UTR inh = Schnurri-3 reporter inhibition in Clone20 osteoblasts. AID 588674. hit rate 0.52% among 360,000. Clone20 osteoblast Shn3 3'UTR firefly luciferase, 24 h. inhibition, % at 12.5 µM;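 active = mean inhibition of at least 75% with every replicate also reaching 75%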;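 note: 0% = median of neutral control wells and 100% = pilot-screen positive control compound; some compounds past the cut are filed as inactive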
hiPSC survival = hiPSC single-cell survival enhancement; ATPlite luminescence; 100% = ROCK inhibitor wells, 0% = DMSO; survival enhancement, % at 20 µM; hit rate 0.044% among 360,000; in the data active = survival enhancement above about 18%;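 note: cells exposed to compounds for 16 hours before the ATP read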
An asterisk follows results filed as active; nt = not tested or not shown.

SMILES	C8 TRAIL sens	HIF-2a block	CF NFkB block	NR2E3 ag-1	MITF TRPM1 inh	NR2E3 ag-2	Peg3 promoter	KKLEB tox	EBV LMP1 NFkB	Shn3 3UTR inh	hiPSC survival
Cc1ccc(SC(=O)COc2ccccc2C)cc1	1	10	5	1	-2	-2	2	-2	3	3	-1.6
Cc1cc(C(F)(F)F)nc2c(Cl)c(C(C)(C)C)nn12	-1	17	-3	-4	nt	-8	1	2	nt	nt	-0.3
O=C(NCc1nc2ccccc2[nH]1)C1=C[C@H](c2ccccc2)C[C@H](OCCCCO)O1	-2	12	-6	4	4	-9	11	7	3	-34	-3.9
O=C(CCCn1cc([N+](=O)[O-])cn1)Nc1cccnc1	-4	21	-23	0	-5	-29	6	7	-1	3	1.3
CC1CCCC(C)N1C(=O)COC(=O)/C=C/c1ccco1 (stereo not given)	-4	-35	12	nt	-31	-9	-115	-5	1	-39	0.1
O=C(Nc1ccc(N2CCCC2)c(Cl)c1)c1cccc(-c2cc3ccccc3oc2=O)c1	-6	-13	-22	0	-11	-70	-41	-8	0	-7	-0.7
O=C(CN1C(=O)COc2ccc(Cl)cc21)Nc1ccc(N2CCOCC2)cc1	-11	5	-16	3	-1	-5	6	14	-6	2	-0.4
COc1cc(C=C2CCCC(=Cc3ccc(OCC4CO4)c(OC)c3)C2=O)ccc1OCC1CO1 (stereo not given)	16	13	86*	nt	nt	30	93*	-45	49*	54	-3.8
O=C(CN1CCN(S(=O)(=O)N2CCCCCC2)CC1)Nc1ccc(Br)cc1	-2	7	18	4	-4	-12	22	3	-7	3	-0.4
CCOC(=O)c1nc2cc3n(c(CC(C)C)c-2c1C)CC(C)=C3C	4	2	15	3	-6	-4	12	2	14	29	0.1
CN(CC(=O)Nc1c(Cl)cccc1Cl)C(=O)c1ccc2nc[nH]c2c1	-2	-1	18	1	-2	-22	5	15	2	5	0.2
O=C(Nc1cccc(S(=O)(=O)N2CCOCC2)c1)C1CCCCN1S(=O)(=O)c1ccccc1 (stereo not given)	-7	14	-11	nt	1	-24	14	5	-2	11	-0.3
O=C(O)CCC1C(=O)NC(=O)CC1c1ccccc1 (stereo not given)	1	6	4	nt	nt	-22	-3	-7	nt	-10	3.4
Cc1ccc2c(c1)CO[C@]21O[C@H](CCO)C[C@H](O)[C@H]1O	-3	12	16	nt	nt	4	10	10	-3	1	-4.7
Cc1cc2c(cc1C)N(Cc1ccc(Cl)cc1)C1=NCCCN12	22	20	5	-1	51	15	57*	3	2	46	-0.7

Reformatted with bars between the fields: entries from further up.
molecule | C8 TRAIL sens | HIF-2a block | CF NFkB block | NR2E3 ag-1 | MITF TRPM1 inh | NR2E3 ag-2 | Peg3 promoter | KKLEB tox | EBV LMP1 NFkB | Shn3 3UTR inh | hiPSC survival
CC1CCCC(C)N1C(=O)COC(=O)/C=C/c1ccco1 (stereo not given) | -4 | -35 | 12 | nt | -31 | -9 | -115 | -5 | 1 | -39 | 0.1
O=C(Nc1ccc(N2CCCC2)c(Cl)c1)c1cccc(-c2cc3ccccc3oc2=O)c1 | -6 | -13 | -22 | 0 | -11 | -70 | -41 | -8 | 0 | -7 | -0.7
O=C(CN1C(=O)COc2ccc(Cl)cc21)Nc1ccc(N2CCOCC2)cc1 | -11 | 5 | -16 | 3 | -1 | -5 | 6 | 14 | -6 | 2 | -0.4
COc1cc(C=C2CCCC(=Cc3ccc(OCC4CO4)c(OC)c3)C2=O)ccc1OCC1CO1 (stereo not given) | 16 | 13 | 86* | nt | nt | 30 | 93* | -45 | 49* | 54 | -3.8
O=C(CN1CCN(S(=O)(=O)N2CCCCCC2)CC1)Nc1ccc(Br)cc1 | -2 | 7 | 18 | 4 | -4 | -12 | 22 | 3 | -7 | 3 | -0.4
CCOC(=O)c1nc2cc3n(c(CC(C)C)c-2c1C)CC(C)=C3C | 4 | 2 | 15 | 3 | -6 | -4 | 12 | 2 | 14 | 29 | 0.1
CN(CC(=O)Nc1c(Cl)cccc1Cl)C(=O)c1ccc2nc[nH]c2c1 | -2 | -1 | 18 | 1 | -2 | -22 | 5 | 15 | 2 | 5 | 0.2
O=C(Nc1cccc(S(=O)(=O)N2CCOCC2)c1)C1CCCCN1S(=O)(=O)c1ccccc1 (stereo not given) | -7 | 14 | -11 | nt | 1 | -24 | 14 | 5 | -2 | 11 | -0.3
O=C(O)CCC1C(=O)NC(=O)CC1c1ccccc1 (stereo not given) | 1 | 6 | 4 | nt | nt | -22 | -3 | -7 | nt | -10 | 3.4
Cc1ccc2c(c1)CO[C@]21O[C@H](CCO)C[C@H](O)[C@H]1O | -3 | 12 | 16 | nt | nt | 4 | 10 | 10 | -3 | 1 | -4.7
Cc1cc2c(cc1C)N(Cc1ccc(Cl)cc1)C1=NCCCN12 | 22 | 20 | 5 | -1 | 51 | 15 | 57* | 3 | 2 | 46 | -0.7

Next part
SMILES	C8 TRAIL sens	HIF-2a block	CF NFkB block	NR2E3 ag-1	MITF TRPM1 inh	NR2E3 ag-2	Peg3 promoter	KKLEB tox	EBV LMP1 NFkB	Shn3 3UTR inh	hiPSC survival
O=C1c2ccccc2-c2c1cccc2C(=O)N1CCCCC1	-5	8	0	-1	-4	-19	2	10	0	-13	4.8
O=c1[nH]c(SCc2nc3c(cnn3-c3ccccc3)c(=O)[nH]2)nc2ccccc12	26	-256	-8	nt	-17	-48	-252	6	-11	49	3.0
O=C(Nc1cccc2c1CCCC2)c1ccc(F)cc1	-10	-30	7	1	-23	-24	-9	-5	-5	5	0.4
CC(=O)N1CC(C)Sc2ccc(S(=O)(=O)NCCc3cccc(C)c3)cc21 (stereo not given)	-2	17	9	1	11	79*	10	-3	-9	59	-0.1
COc1cc(S(=O)(=O)n2nnc3ccccc32)c(OC)cc1Cl	2	-1	6	1	8	-10	-16	1	0	-5	-2.3
O=C(/C=C/Nc1ccccc1)C(F)(F)F	0	17	-10	-1	-3	-7	-1	9	-2	-4	-0.7
CC(C)Oc1ccc(CNC(=O)c2ccc3nc(N4CCOCC4)sc3c2)cc1	-4	-30	-3	-1	0	-12	-15	-2	-3	13	0.6
CN(C)CCN(Cc1ccco1)S(=O)(=O)c1csc(C(N)=O)c1	4	-2	-8	3	-9	-43	1	11	0	0	-0.4
Cc1ccc(NC(=O)Nc2ccc3c(c2)OCO3)c(Br)c1	3	-116	5	5	-41	-41	-110	-9	1	-32	-0.2
O=c1c2ccccc2ncn1Cc1ccc(Cl)cc1	-20	0	-1	-7	6	-7	2	9	2	7	0.4
COc1ccc(N2CCN(C(=O)NC3CCCCC3)CC2)cc1	2	4	5	1	-4	7	15	4	1	4	-2.2
COc1ccc2nc(N/C(=N/S(=O)(=O)c3cccs3)c3ccccc3Cl)sc2c1	-4	0	-22	4	8	29	-5	2	0	-5	0.1
COc1cc2c(cc1OC)C(c1cc3cc4c(cc3[nH]c1=O)OCO4)N(C(=O)C1CC1)CC2 (stereo not given)	7	3	0	0	6	-4	19	4	-2	-4	0.2
CCOc1ccc(N(C(=O)c2ccc(S(=O)(=O)N3CCCC3)cc2)C2C=CS(=O)(=O)C2)cc1 (stereo not given)	-7	7	-5	6	8	17	8	-12	1	-5	-0.3
COc1ccc2nc(-c3ccc(Cl)cc3)cc(C(=O)O)c2c1	4	-63	11	0	-8	-21	-76	0	-13	-21	-0.8
Cc1ccc([C@@H]2CC(=O)[C@@H]3CN(S(=O)(=O)c4ccc(C)cc4)[C@H](c4cccc(Cl)c4)C[C@@H]3N2S(=O)(=O)c2ccc(Cl)cc2)cc1	11	5	-5	nt	nt	-9	-3	23	-7	8	-0.2
O=C(CC[C@H]1O[C@@H](n2cnc3c(NC(=O)c4ccccc4)ncnc32)[C@H](O)[C@@H]1O)NCc1ccc(OC(F)(F)F)cc1	37	1	-18	nt	nt	8	6	-3	nt	23	1.4
COc1ccc(OC)c2[nH]c(=O)c(CCNC(=O)c3cccs3)cc12	-7	3	16	0	-6	8	2	4	-6	14	1.1
CCOC(=O)c1ccc(N2C(=O)C3C(/C=C/c4ccccc4)OC4(C(=O)c5ccccc5C4=O)C3C2=O)cc1 (stereo not given)	-10	5	-26	-4	10	5	23	12	5	-39	1.3
CCOC(=O)c1ccc(NC(=O)CSc2nc3sc(C(=O)O)c(C)c3c(=O)[nH]2)cc1	-3	12	-12	-5	-9	3	2	20	-2	-6	4.6
CCN(CC)S(=O)(=O)c1ccc(OC)c(NC(=O)CSc2cc(Cl)ccc2Cl)c1	3	23	15	0	6	-21	26	1	3	-6	-0.4
CC1(CC(=O)N/N=C/c2ccc(OCc3ccc(Cl)cc3Cl)cc2)OCCCO1	-19	6	7	0	0	-27	4	2	0	nt	2.5
O=c1[nH]c2ccccc2nc1/C=C/c1ccccc1	34	-252	-9	3	-44	-73	-174	3	-28	-65	0.4
COc1ccc(CCNC(=O)C2CC(=O)N(c3ccc(C)cc3)C2)cc1 (stereo not given)	16	2	-13	6	-1	-4	-2	1	-1	9	0.1
CCCN(CCC)Cc1c(C(=O)N/N=C/c2ccncc2)nnn1-c1nonc1N	7	5	8	-3	-1	0	13	12	10	13	-0.8
CCCn1nc(C(=O)NCCN2CCOCC2)c2ccccc2c1=O	5	12	-26	1	2	15	-9	3	6	-10	-2.3
S=C(c1ccc2c(c1)OCO2)N1CCCCCC1	-14	10	-8	0	-2	-26	5	4	3	18	0.8
COc1ccc(C(=O)N2CCCCC2)cc1S(=O)(=O)Nc1ccccc1	8	5	-12	1	19	-10	17	2	-13	12	0.3
COc1ccc(N=Cc2cccc(C)c2O)cc1Cl	-4	-2	3	-3	8	-15	-38	-1	-2	32	0.3
CC(C)=CCCC1=CCC(/C=N/NC(N)=O)C(C)C1 (stereo not given)	0	8	-16	-3	-5	4	10	14	4	0	1.9
COc1ccc(C(=O)NC(NC(=O)c2ccc(OC)cc2)c2ccccc2F)cc1	1	10	28	-2	7	32	-1	-9	7	7	-1.7
CC(C)CC1=NN2C(=N)/C(=C\c3coc4ccccc4c3=O)C(=O)N=C2S1	-8	-12	13	nt	10	15	-4	1	0	12	0.4
CC(C)(C)c1[nH]nc2c1C(Cc1ccccc1)C(C#N)=C(N)O2 (stereo not given)	-20	20	-5	1	-1	-27	5	-1	-5	-9	-0.3
O=C(Cc1cccc2c(=O)cc(-c3ccccc3)oc12)OCCN1CCOCC1	-3	9	-2	nt	nt	-2	4	-3	nt	2	-0.4
CC(C)c1cccc(C(C)C)c1NC(=O)Cn1c(=O)cnc2ccccc21	0	12	-2	1	8	-11	13	-1	6	-16	0.3
CC(C)Oc1cccc(C(=O)NC(=S)Nc2cccc(C(F)(F)F)c2)c1	2	-15	0	3	-8	-22	6	1	1	-2	4.3
O=C(CSc1ncn[nH]1)N1CCOCC1	-5	18	10	0	-1	-21	10	12	3	10	-1.4

Some of the compounds tested (hit frequency here may not be typical).
